# Bioassay records deposited in PubChem BioAssay by several laboratories.
# SARS 3CLpro inh: SARS-CoV 3CLpro protease inhibitors, primary screen, biochemical, quenched FRET; AID 1706, 2009; inhibition, % at 6 µM; 290,000 compounds, 0.14% hits; Replicase polyprotein 1ab (Severe acute respiratory syndrome coronavirus), P0C6X7; recombinant SARS-CoV 3CLpro, quenched FRET peptide cleavage; in the data active = inhibition above about 12%
# BoNT-F LC inh: BoNT/F light chain protease inhibitors, primary screen, biochemical, flow cytometry, MLPCN library; Botulinum neurotoxin type F light chain protease (Clostridium botulinum); Multiplex microsphere protease cleavage assay; inhibition, % at 10 µM; 360,000 compounds, 0.22% hits; in the data active = inhibition above about 35%, passing the limit was not always enough; inconclusive = no clear call, values can overlap the other calls; note: plate controls were buffer without enzyme for full effect and enzyme alone for no effect
# Rv3671c inh: Rv3671c serine protease inhibitors, primary screen, biochemical, fluorescence polarization, M. tuberculosis H37Rv; 320,000 compounds, 0.048% hits; AID 2606, 2010; P9WHR9; inhibition, % at 5.96 µM; in the data active = inhibition above about 38%;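 note: extracellular domain of Rv3671c used as enzyme; 0% = enzyme with DMSO and 100% = no enzyme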
# Target sequence (P9WHR9 whole entry, looked up, the tested form may be a part): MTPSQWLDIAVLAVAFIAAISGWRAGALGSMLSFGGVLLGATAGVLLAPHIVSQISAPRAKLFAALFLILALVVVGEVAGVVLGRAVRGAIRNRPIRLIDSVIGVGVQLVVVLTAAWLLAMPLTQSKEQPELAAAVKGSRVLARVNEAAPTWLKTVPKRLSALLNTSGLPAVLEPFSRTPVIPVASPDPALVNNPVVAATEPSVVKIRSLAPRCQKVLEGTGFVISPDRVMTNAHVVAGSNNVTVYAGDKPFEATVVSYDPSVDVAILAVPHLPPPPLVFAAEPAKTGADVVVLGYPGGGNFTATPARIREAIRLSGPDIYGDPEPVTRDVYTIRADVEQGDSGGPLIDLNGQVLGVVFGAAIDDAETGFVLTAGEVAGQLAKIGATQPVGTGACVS
# BoNT-A LC inh2: BoNT/A light chain protease inhibitors, primary screen, biochemical, flow cytometry, MLPCN library; Botulinum neurotoxin type A light chain protease (Clostridium botulinum A str. ATCC 3502); multiplex microsphere protease substrate cleavage; inhibition, % at 10 µM; 360,000 compounds, 0.17% hits; note: plate controls were buffer without enzyme for full effect and enzyme alone for no effect
# MazF activator: activators of E. coli MazEF toxin-antitoxin RNase, primary screen, biochemical, fluorescence, uHTS; FAM/BHQ RNA-DNA oligo cleavage fluorescence, 5 h; activation, % at 20 µM; 350,000 compounds, 0.32% hits; Endoribonuclease toxin MazF (Escherichia coli (strain K12)), P0AE70; AID 504720, 2011; in the data active = activation above about 50%
# Target sequence (P0AE70 whole entry, looked up): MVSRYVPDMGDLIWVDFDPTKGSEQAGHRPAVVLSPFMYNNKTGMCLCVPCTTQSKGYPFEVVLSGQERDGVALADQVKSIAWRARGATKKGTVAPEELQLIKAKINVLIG
# PrPC surface inh: inhibitors of human cell surface prion protein PrPC, primary screen, cell-based, TR-FRET | TR-FRET read-out | AID 720596, 2013 | inhibition, % at 13.8 µM | Major prion protein (Homo sapiens), P04156 | 370,000 compounds, 0.43% hits; in the data active = inhibition above about 24%; note: 0% = median of the test wells and 100% = reference compound wells
# CCHFV vOTU inh: CCHFV vOTU protease inhibitors, primary screen, biochemical, Pep-AMC substrate, fluorescence; inhibition, % at 11.5 µM; 370,000 compounds, 0.55% hits; Crimean-Congo hemorrhagic fever virus L polyprotein viral ovarian tumor (vOTU) protease …; AID 651958, 2012; in the data active = inhibition above about 30%; note: 0% = vehicle wells with enzyme and 100% = no enzyme wells
# Anthrax LF inh2: Bacillus anthracis LF protease inhibitors, primary screen, biochemical, multiplex microsphere, MLPCN library; 360,000 compounds, 0.12% hits; Lethal factor (Bacillus anthracis), P15917; AID 588501, 2011; inhibition, % at 10 µM; multiplex microsphere protease cleavage assay; note: plate controls were buffer without enzyme for full effect and enzyme alone for no effect
# PriA SSB inh: inhibitors of Klebsiella pneumoniae PriA binding to SSB C-terminal tail, primary screen, biochemical, AlphaScreen; PriA–SSB C-terminal tail interaction (Klebsiella pneumoniae); AlphaScreen SSBct-PriA binding, biotinylated peptide; inhibition, % at 33 µM; 430,000 compounds, 0.6% hits; AID 1272365, 2023; in the data active = inhibition mostly above about 37%, no sharp cut-off; inactive = mostly below about 20%;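 note: plate controls were negative control peptide for no effect and reference peptide for full effect; strong numbers were not always called active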
# DUSP3 inh: VHR1 phosphatase inhibitors, primary screen, biochemical, absorbance, uHTS | Dual specificity protein phosphatase 3 (Homo sapiens), P51452 | recombinant VHR phosphatase, pNPP absorbance | inhibition, % at 13.3 µM | 290,000 compounds, 0.52% hits | AID 1654, 2009; in the data active = inhibition above about 50%; note: some compounds called inactive have numbers as strong as hits
# Target sequence (P51452 whole entry, looked up): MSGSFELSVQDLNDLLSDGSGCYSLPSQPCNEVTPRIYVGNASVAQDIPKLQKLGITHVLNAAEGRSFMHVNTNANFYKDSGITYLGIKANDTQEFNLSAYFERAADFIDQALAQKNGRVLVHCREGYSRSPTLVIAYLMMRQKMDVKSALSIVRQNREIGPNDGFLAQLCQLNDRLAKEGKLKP
# An asterisk follows results filed as active; ? = inconclusive; · = not tested or not shown. Cut-off read from the data, not from the text of the source, unless noted: active = inhibition above about 30%; inconclusive = no clear call, values can overlap the other calls; inactive = below that.
# Each structure is followed by: SARS 3CLpro inh	BoNT-F LC inh	Rv3671c inh	BoNT-A LC inh2	MazF activator	PrPC surface inh	CCHFV vOTU inh	Anthrax LF inh2	PriA SSB inh	DUSP3 inh
> Cc1ccc(-c2ccc(/C=N/c3ncn[nH]3)o2)cc1Cl
 : 3	2	-6	0.0	2	0	-5	4	·	36
> Cc1noc(C)c1C(=O)N1CCN(S(=O)(=O)c2cccc(Cl)c2Cl)CC1
 : 5	5	-2	0.0	4	-1	-2	-4	-8	9
> COC(=O)c1ccc(C(=O)OC)c(NC(=S)N2CCCC(CO)C2)c1 (centres undefined)
 : 0	-1	5	0.2	-4	-3	-30	-1	1	18
> COc1cc(CNC2CCCC2)cc(Cl)c1OCc1ccccc1Cl
 : 3	-18	-2	-1.1	26	·	·	-2	-1	32
> O=S1(=O)N=C2CCCCCN2C(c2ccc(F)cc2)N1 (centres undefined)
 : -3	0	3	-0.5	9	-2	6	2	-5	9
> CCCn1nc(NC(=O)c2cccs2)c2cc3ccccc3nc21
 : -6	-2	-18	-1.4	6	-35	-3	0	-87	23
> CCN(CC)CCCNC(=O)c1[nH]c2ccccc2c1Sc1ccc(Cl)cc1
 : -1	?	-16	1.1	-2	0	21	-8	12	-24
> CCOC(=O)N1C(=O)[C@@](CC)(c2ccccc2)N1C(=O)OCC
 : -3	1	-1	0.1	8	-2	-5	-2	2	25
> Cn1c(S(=O)(=O)c2ccc([N+](=O)[O-])cc2)nc(Br)c1Br
 : 0	?	-3	-0.4	5	-8	-12	-10	1	13
> COc1ccccc1N1CCN(C(=O)C2c3ccccc3Oc3ccccc32)CC1
 : 6	-8	14	0.8	4	15	14	4	5	17
> O=C(CSc1nnc(-c2cccc(Br)c2)o1)NCC1CCCO1 (centres undefined)
 : ·	4	·	-0.6	-12	0	-10	0	·	·
> CC(C)CC(c1nnnn1CCc1ccccc1)N1CCN(C(=O)c2ccco2)CC1 (centres undefined)
 : 5	-5	7	0.5	-1	-2	10	-2	-7	4
> Cc1nc2ccccc2c2c1C(=O)N(C)C2=O
 : -8	-18	7	-0.9	3	1	-12	0	9	-16
> O=C(c1ccccc1N1CCOCC1)N1CCCC(Nc2ccc(F)cc2)C1 (centres undefined)
 : 2	4	4	1.0	2	7	-3	1	-12	38
> CCOC(=O)c1nnn2c3ccccc3c(=O)n(C)c12
 : 1	·	-1	·	11	-6	-9	·	-2	1
> COC(=O)CCNS(=O)(=O)c1ccc2nsnc2c1
 : ·	0	12	-0.5	-1	-39	1	4	-24	·
> Cc1ccc(C(C)C)c(OCCNCc2ccccc2)c1
 : 3	?	3	-2.6	-2	16	13	12	-24	4
> Cc1ccc(N)c(C(O)(C(F)(F)F)C(F)(F)F)c1
 : -1	-23	-3	-1.0	10	6	2	-6	-9	-26
> Cc1ccccc1NC(=O)c1sc2nc(N3CCOCC3)c3c(c2c1N)CCCC3
 : 7	7	2	2.5	8	3	6	2	-3	6
> COC(c1ccccc1)c1nnc(CCC(=O)N(C)CCc2ccccc2)o1 (centres undefined)
 : -2	1	-9	-0.4	-3	-3	-8	-3	8	-4

# Next section, overlapping the part above by two compounds.
# Each structure is followed by: SARS 3CLpro inh	BoNT-F LC inh	Rv3671c inh	BoNT-A LC inh2	MazF activator	PrPC surface inh	CCHFV vOTU inh	Anthrax LF inh2	PriA SSB inh	DUSP3 inh
> Cc1ccccc1NC(=O)c1sc2nc(N3CCOCC3)c3c(c2c1N)CCCC3
 : 7	7	2	2.5	8	3	6	2	-3	6
> COC(c1ccccc1)c1nnc(CCC(=O)N(C)CCc2ccccc2)o1 (centres undefined)
 : -2	1	-9	-0.4	-3	-3	-8	-3	8	-4
> COC(=O)Cn1cnc2c(cnn2-c2ccc(OC)cc2)c1=O
 : 4	-14	-5	0.9	14	-2	0	9	1	-18
> CC(C)N(C(=O)COC(=O)c1cccc(N(C)C)c1)c1ccccc1
 : 2	13	-4	-0.3	1	3	8	-5	13	-7
> NC(=O)c1cc([N+](=O)[O-])c(Cl)cc1NCc1cccnc1
 : ·	-4	4	-0.4	-5	-18	16	-5	-2	·
> CC1CCN(C(=O)c2ccccc2SCC(=O)NCC2CCCCC2)CC1
 : ·	9	2	1.6	-4	-3	6	0	-11	·
> CCOc1ccccc1NC(=O)CCNC(=O)c1ccc(Cl)cc1
 : 5	0	1	-0.9	6	-2	16	-6	-8	13
> COc1cccc(-c2ccc3c(N)c(C(=O)NC4CC4)sc3n2)c1
 : -1	?	-5	-2.6	-10	-2	-6	-14	-9	29
> Cc1ccc(S(=O)(=O)N(Cc2cc3cc4c(cc3[nH]c2=O)OCCO4)CC2CCCO2)cc1 (centres undefined)
 : -3	3	-1	0.0	-1	0	38*	-5	3	38
> [O-][n+]1c2ccccc2c2n1CCN1CCOC21c1ccc(Cl)cc1 (centres undefined)
 : ·	-3	-1	-0.7	1	-2	-16	-12	2	·
> N=c1sccn1CC(=O)Nc1ccccc1Cc1ccccc1
 : 2	?	-4	-7.9	1	2	18	-12	5	-6
> Cc1nc2ccccc2n1CSc1ccccc1
 : -1	-1	-2	-0.2	3	9	6	2	-6	7
> CN(Cc1ccccc1)c1nc2nonc2nc1N1CCCC(CN2CCCC2=O)C1 (centres undefined)
 : 2	7	15	0.4	5	-7	13	0	2	-13
> CCOC(=O)C1=C(CN2CCOCC2)NC(=O)NC1c1cc(C)ccc1C (centres undefined)
 : 1	-7	-1	0.0	11	-3	3	2	-16	-5
> COc1cccc(/C=N/Nc2nc(Nc3ccc([N+](=O)[O-])cc3)nc(N3CCCC3)n2)c1O
 : 3	-9	24	-1.6	-25	1	5	5	·	18
> CC[C@@]1(c2ccccc2)C(=O)N(C(=O)OC)N1C(=O)OC
 : -1	-7	6	-0.5	1	-3	4	1	3	25
> Cc1cc(C)cc(NC(=O)Cn2c(-c3ccccc3Cl)nc3ccccc32)c1
 : 0	0	-8	-0.6	33	0	-12	1	-4	28
> COC(=O)CN1C(=S)N(c2ccc(Cl)cc2)C(=O)C1CC(=O)Nc1ccccc1 (centres undefined)
 : 1	0	-4	1.1	1	-7	0	-4	-2	-6
> O=C1N(Cc2ccc(F)cc2)CCN1c1ccc(F)cc1
 : 1	2	9	-0.3	0	-3	-10	4	-9	17
> Cc1ccc(N(C)S(=O)(=O)c2c[nH]c3ccc([N+](=O)[O-])cc23)cc1
 : 5	-1	-14	0.0	14	-4	5	1	12	6
> N#C/C(=C\c1cccnc1)c1nc2c(s1)CCCC2
 : 2	-1	-12	0.0	0	-25	-4	0	15	28
> CC(OC(=O)CNC(=O)c1ccc(F)cc1)C(=O)Nc1ccc(S(=O)(=O)N2CCOCC2)cc1 (centres undefined)
 : ·	2	-7	-0.2	3	6	3	-5	2	·
> N#Cc1cccc(NC(=O)COC(=O)CCc2nc3ccccc3c(=O)[nH]2)c1
 : 1	5	2	1.4	3	6	-6	1	1	-8
> c1ccc(Nc2cccc3c(Nc4ccccc4)cccc23)cc1
 : 2	-18	7	-0.7	4	6	-8	-4	16	13
> Cn1nc(N)c2c(-c3ccc(Cl)cc3)c(C#N)c(N)nc21
 : -4	2	-6	1.1	6	-12	-8	-5	4	-1
> CCOc1cc2c(cc1OCC)C(C(=O)O)C(c1cc(Br)c(O)c(OC)c1)N(C)C2=O (centres undefined)
 : -6	-3	-3	0.0	-6	-6	4	4	-7	15
> O=C(NCCCN1CCOCC1)C(C(=O)NCCCN1CCOCC1)c1ncc(C(F)(F)F)cc1Cl
 : 6	-2	-2	-1.0	-2	4	-7	-1	-12	28
> Cc1ccc(CSC2=CS(=O)(=O)c3ccccc3N2)cc1
 : -2	?	1	-2.0	-1	-1	1	0	-3	41
> C=CCC1CCCC(=O)N2CC[C@H](O)C12 (some centres undefined)
 : -3	-7	-4	-0.4	-7	-1	-6	-3	-3	-15
> CC1(c2ccc(OC(F)F)cc2)NC(=O)N(CC(=O)c2ccc3c(c2)OCO3)C1=O (centres undefined)
 : ·	3	1	7.3	4	-3	8	-1	-7	·
> CCC1CCCN1Cn1cnc2c([nH]c3ccc(Cl)cc32)c1=O (centres undefined)
 : 6	0	-10	-0.7	0	3	3	-2	-7	-8
> O=C(O)C1C2c3ccccc3C(=O)C1(C(=O)O)c1ccccc12 (centres undefined)
 : ·	-1	·	-0.4	6	3	-8	3	-12	·
> N#C/C(=C\c1ccc(OCc2ccccc2)cc1)C(N)=O
 : 2	-4	-5	0.0	2	-5	-2	0	-8	0
> CCOC(=O)CCCNC(=O)CCCNC(=O)C(c1ccccc1)c1ccccc1
 : -5	-4	-6	-0.7	6	8	-13	-7	-9	21
> Cc1ccc(-n2c([O-])nc(-[n+]3ccccc3)c2C=O)cc1
 : 2	-1	-2	0.2	3	-13	-4	-6	-18	19
> CC(C)(C#N)NC(=O)C(=O)c1c(-c2ccccc2)cc2ccccn12
 : 4	1	-1	-0.3	6	-1	8	0	-9	10
> CC1Cc2ccccc2N1CC(=O)Nc1ccc2c(c1)OCO2 (centres undefined)
 : 1	2	-18	11	7	-11	4	8	19	-6
> COc1ccc(CCNC(=O)Nc2ccc(F)cc2F)cc1OC
 : -3	8	-7	-1.8	6	6	-10	-15	-6	·
> O=C(c1ccc(Cl)cc1)c1c[nH]c(C(=O)C(Cl)(Cl)Cl)c1
 : 12	-5	-4	-0.1	4	7	20	2	-14	16
> CCOc1[nH]n(-c2ccccc2)c(=O)c1C=NCc1cccnc1
 : 7	0	-11	-0.4	3	1	-12	-3	-10	13
> Cc1cc(Cl)ccc1OC(C)C(=O)Nc1ccc(C(=O)Nc2ccccc2C(=O)O)cc1 (centres undefined)
 : 10	-4	-37	-4.6	-4	4	19	0	3	-52
> COc1cc(CN2CCN(Cc3ccc(C)cc3)C(CCO)C2)cc(OC)c1O (centres undefined)
 : -3	1	1	-0.3	8	-6	-3	-5	-1	16
> CCC(C)NC(=O)Cn1cnc2sc(C)c(S(=O)(=O)N3CCN(c4ccccc4OC)CC3)c2c1=O (centres undefined)
 : 0	-8	4	-1.9	-8	3	8	-1	-21	-3
> CCOC(=O)c1nc(-c2ccc(OC)c(OC)c2)cnc1C#N
 : 5	-4	1	-0.4	-2	-7	9	-1	6	-14
> CCN(CCn1cccn1)C(=O)c1cc(COc2c(F)cccc2F)on1
 : -1	9	4	1.3	7	1	0	-8	-5	19
> Cc1ccc(Cc2c(-c3cccc(Br)c3)nc3ccc(Br)cn23)cc1
 : ·	0	·	9.1	·	8	23	8	·	·
> Cc1ccc(NC(=O)NCCN2CCCCC2)cc1
 : -3	?	-1	-3.6	-1	6	-15	-7	1	13
> CCOC(=O)C1=CCC2C(=O)N(C)C(=O)C12 (centres undefined)
 : ·	6	·	1.1	·	11	21	4	·	·
> CCCNC(=O)CN(C)S(=O)(=O)c1c(C)cc(C)cc1C
 : 2	0	-2	0.1	0	2	3	0	-7	16
> Cc1ccsc1/C=N/NC(=O)c1c[nH]c2ccccc12
 : -4	-26	-6	-2.5	-1	6	9	-2	·	30

# Only part of the results is shown; count on the stated rates, not on these rows.
